Screening results as filed in PubChem BioAssay.
BRCA1 expr act = BRCA1 expression activation; MCF7-BRCA1-FFLuc reporter, luminescence, 48 h; response scale: scaled: vehicle 0%, 10 µM genistein 100%; Potency, µM (top dose mostly 46.1 µM), without a hit: top-dose activation, actives largely listed as activators; 380,000 tested, 1.1% active; AID 624202; note: potency is the fitted concentration of half-maximal effect; nearly all actives have a fitted effect of over 80% in size; some results filed as inactive show a strong effect at the top dose
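Compounds are tested at multiple concentrations on MCF7 BRCA1-luciferase reporter cells seeded at 2000 per well; after 48 h, a single luminescence end-point is taken and curves fitted to the normalized data.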
RORg inh = inhibitors of mouse ROR gamma transcriptional activity; Drosophila S2 Gal4-RORgamma UAS-luciferase reporter, 20 h; AID 2551; P51450; Potency, µM (highest dose often 53.6 µM), without a hit: at the highest dose activity change, negative = inhibition, hits mostly inhibitors; 310,000 tested, 5.4% active; note: potency is the fitted concentration of half-maximal effect; % is set by controls: 0 for no effect and ±100 for the full control effect; nearly all actives have a fitted effect of over 60% in size
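In this cell-based reporter format, copper sulfate (700 uM final) drives Gal4–ROR gamma fusion expression from a metallothionein promoter in Drosophila Schneider cells; compounds preincubated 1 hr, reporter read after 20 hr at ambient temperature.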
PKM2 activator = PKM2 (human) enzyme activation. P14618. Potency, µM (titrated, usually from 57.5 µM), for the others: top-dose activation, usual class: activators. 260,000 tested, 0.34% active. purified PKM2, Kinase-Glo ATP luminescence, activation; response scale: 0% is enzyme alone, no compound. AID 1631; note: potency is the fitted concentration of half-maximal effect; % is set by controls: 0 for no effect and ±100 for the full control effect; nearly all actives have a fitted effect of over 55% in size
Target sequence (P14618 whole entry, looked up): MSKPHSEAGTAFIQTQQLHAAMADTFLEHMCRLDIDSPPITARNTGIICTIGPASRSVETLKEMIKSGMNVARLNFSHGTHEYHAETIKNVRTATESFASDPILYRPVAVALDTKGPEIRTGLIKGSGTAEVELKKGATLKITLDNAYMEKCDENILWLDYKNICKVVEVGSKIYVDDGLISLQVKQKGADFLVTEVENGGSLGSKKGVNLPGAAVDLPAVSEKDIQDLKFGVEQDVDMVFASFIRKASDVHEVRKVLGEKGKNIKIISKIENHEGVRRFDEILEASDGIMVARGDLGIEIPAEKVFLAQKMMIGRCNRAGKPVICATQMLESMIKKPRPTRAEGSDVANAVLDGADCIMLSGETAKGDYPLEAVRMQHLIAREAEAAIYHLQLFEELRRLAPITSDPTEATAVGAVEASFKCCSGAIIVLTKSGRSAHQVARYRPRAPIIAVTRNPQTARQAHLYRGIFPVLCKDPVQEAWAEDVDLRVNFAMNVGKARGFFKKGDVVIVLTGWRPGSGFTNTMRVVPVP
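Kinase-Glo luminescence reports ATP generated from ADP (0.1 mM) and PEP (0.5 mM) by purified hPK-M2 after 1 h at room temperature, pH 7.2 imidazole buffer; intermediate enzyme activity allows detecting inhibitors and activators.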
FLuc counter = inhibits or activates purified firefly luciferase, miR-21 counter-screen; purified FLuc, Km substrates, luminescence inhibition; Potency, µM (top dose mostly 57.5 µM), for the others: at the highest dose activity change, negative = inhibition, most hits filed as inhibitors; 360,000 tested, 6.9% active; AID 588342;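 note: potency is the fitted concentration of half-maximal effect; plate controls were vehicle for no effect and reference inhibitor for full effect; nearly all actives have a fitted effect of over 55% in size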
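Biochemical qHTS of compounds, final roughly 60 µM downward over six points, against 10 nM purified firefly luciferase using Km concentrations of substrates (10 uM D-luciferin, 10 uM ATP) in Tris acetate pH 7.5 buffer; luminescence output.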
NPC1 prom act = activators of NPC1 promoter | Huh7 NPC1 promoter luciferase reporter, 24 h | Potency, µM (top dose mostly 9.22 µM), for the others: at the top dose activation, actives largely listed as activators | 320,000 tested, 2.4% active | AID 485313;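 note: potency is the fitted concentration of half-maximal effect; % of control where 0% means no effect; nearly all actives have a fitted effect of over 60% in size; reporter is driven by a mutant NPC1 promoter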
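Luciferase expression driven by the NPC1 promoter was measured in stably transfected Huh7 cells after a 24 h compound incubation, using a luciferase reagent and a luminescence read.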
VP16 counter = Gal4-VP16 reporter inhibition counter-screen; AID 2546; Drosophila S2 Gal4-VP16 UAS-luciferase, luminescence, 20 h; Potency, µM (top dose mostly 53.6 µM), without a hit: at the highest dose activity, negative = inhibition, actives largely listed as inhibitors; 310,000 tested, 3.5% active;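 note: Gal4-VP16 expression switched on by copper sulfate through the metallothionein promoter; potency is the fitted concentration of half-maximal effect; % is set by controls: 0 for no effect and ±100 for the full control effect; nearly all actives have a fitted effect of over 50% in size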
Menin MLL FP TR = menin-MLL binding inhibition, Texas Red mutant peptide | O00255 | Menin + Texas Red MLL mutant peptide, fluorescence polarization | Potency, µM (titrated, usually from 61.6 µM), for the others: top-dose FP activity change, negative = inhibition, most hits filed as inhibitors | AID 1768 | 270,000 tested, 0.23% active; active = well fitted inhibition curve with a large enough effect in the polarisation, with a control signal flat, not every such curve was filed as active; inconclusive = small, poorly fitted or top-dose-only effect, or effect the other way, or a change in a side signal; inactive = no such curve, though single readings can be large or run the other way; the % refers to the polarisation; note: potency is the fitted concentration of half-maximal effect; % of control where 0% means no effect; many of its hits are not listed in these tables
Target sequence (O00255 whole entry, looked up): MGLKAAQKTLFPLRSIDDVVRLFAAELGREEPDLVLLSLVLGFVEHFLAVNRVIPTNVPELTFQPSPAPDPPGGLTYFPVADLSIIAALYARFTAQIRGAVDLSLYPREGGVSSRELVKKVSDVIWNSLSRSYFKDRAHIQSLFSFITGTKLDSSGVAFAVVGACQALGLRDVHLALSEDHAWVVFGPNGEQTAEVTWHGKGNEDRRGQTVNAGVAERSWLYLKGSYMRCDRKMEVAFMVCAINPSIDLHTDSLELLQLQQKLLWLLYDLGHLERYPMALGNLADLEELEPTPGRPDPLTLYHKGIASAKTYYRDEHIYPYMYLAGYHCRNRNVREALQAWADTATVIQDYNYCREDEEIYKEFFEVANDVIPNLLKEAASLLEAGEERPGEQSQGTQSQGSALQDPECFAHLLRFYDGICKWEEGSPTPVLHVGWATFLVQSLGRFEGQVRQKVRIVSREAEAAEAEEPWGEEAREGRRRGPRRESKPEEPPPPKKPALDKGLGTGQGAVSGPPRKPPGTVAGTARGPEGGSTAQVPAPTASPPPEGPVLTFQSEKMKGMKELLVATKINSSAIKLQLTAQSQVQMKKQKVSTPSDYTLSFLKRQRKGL
ELG1 genotoxic = genotoxicity induction in ELG1-luciferase HEK293T cells; HEK293T ELG1-luciferase reporter, luminescence, 16 h; 330,000 tested, 1.3% active; Potency, µM (highest dose often 46 µM), for inactives: at the highest dose activity change, positive = activation, usual class: activators; note: potency is the fitted concentration of half-maximal effect; % of control where 0% means no effect; nearly all actives have a fitted effect of over 60% in size
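Luminescence read-out: rising ELG1-luciferase signal, reflecting elevated ELG1 protein under genetic stress, flags genotoxic compounds. Cells were treated for 16 hr at 37 °C before ONE-Glo detection.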
Rab9 prom act = activators of Rab9 promoter | 320,000 tested, 2.8% active | Potency, µM (highest dose often 9.22 µM), for the others: top-dose activation, negative = inhibition, actives largely listed as activators | Huh7 Rab9 promoter-luciferase reporter, luminescence, 24 h; note: potency is the fitted concentration of half-maximal effect; % of control where 0% means no effect; nearly all actives have a fitted effect of over 60% in size
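Using Huh7 cells stably transfected with Rab9 promoter–luciferase, compounds were incubated 24 h at 37 °C, 5% CO2; luciferase luminescence was read 10 min after reagent addition.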
Giardia killer = Giardia lamblia killing | Giardia lamblia trophozoite viability | activity change, % at 7.66 µM, hits read low | 340,000 tested, 0.15% active | AID 540267; in the data active = activity change below about -80%; inconclusive = between about -30% and that limit;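 note: parasites exposed to compound for two days anaerobically before the ATP read; % is set by controls: 0 for no effect and ±100 for the full control effect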
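Luminescence from cellular ATP indicates surviving trophozoites (100 cells/well) following 48 hrs anaerobic compound treatment at 37 deg C; signal develops 15-30 min at room temperature.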
p53 reactivation = restores transcriptional activity of mutant p53; H1299 p53-A138V BP100-luciferase reporter, luminescence, 24 h; Potency, µM (doses to about 92.2 µM), without a hit: top-dose activity change, positive = activation, usual class: activators; 320,000 tested, 0.063% active; note: potency is the fitted concentration of half-maximal effect; % of control where 0% means no effect; nearly all actives have a fitted effect of over 45% in size
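H1299 (p53-null), stable ts p53-A138V + BP100-Luc; 1000 cells/well, Opti-MEM/10% FBS; cpd 4 pt, 1:5; 24 h, 37 deg C, 5% CO2; detection reagent 10 min RT; luminescence.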
* = called active by the depositor; ? = inconclusive; nt = not tested or not shown; [ ] = another dose, or the depositor's remark. Unless noted, calls come from the whole dose curve; as a rule, active = well fitted curve in the direction sought with a large enough effect; inconclusive = small, poorly fitted or top-dose-only effect, or another doubt; inactive = no such curve, though single readings can be large; an effect the other way counts as inactive or inconclusive. Not all compounds are listed, so the mix of outcomes need not match the whole.

SMILES | BRCA1 expr act | RORg inh | PKM2 activator | FLuc counter | NPC1 prom act | VP16 counter | Menin MLL FP TR | ELG1 genotoxic | Rab9 prom act | Giardia killer | p53 reactivation
CC(C)CN1C(=O)C(=O)N(CC(=O)N(C)CC(=O)Nc2ccc(Cl)c(C(F)(F)F)c2)C1=O | -4% | nt | nt | 4% | -4% | nt | nt | 1% | -2% | 2 | -18%
CC(C)N(Cc1nc(-c2ccc(Cl)cc2)no1)Cc1nccn1C | -1% | 5µM* | -1% | 2% | 4% | ? | -16% | -1% | 0% | 49[activator] | -3%
Cc1cccc(NC(=O)C2CCN(S(=O)(=O)c3ccc4c(c3)OCCCO4)CC2)n1 | -21% | nt | nt | -12% | -17% | nt | nt | 0% | -17% | -19 | 12%
O=C1OC(/C=C/c2ccc(Cl)cc2)=NC/1=C/c1ccco1 | -4% | 4% | 1% | -13% | 0% | 3% | -1% | 1% | -4% | -4 | 2%
CNS(=O)(=O)c1cccc(C(=O)OCC(=O)Nc2ccccc2F)c1 | -1% | -5% | 0% | 6% | -6% | -2% | 3% | -9% | -2% | -5 | -1%
CCc1cc2c(=O)c(-c3cnn(-c4ccccc4)c3)c(C)oc2cc1OCC(=O)Nc1ccc(F)c(F)c1 | 1% | -5% | -7% | 2% | -3% | -4% | 7% | 13% | -10% | 3 | -2%
COc1cc(NC(=S)N2CCCCC2C)c(OC)cc1Cl (configuration not stated) | -1% | -41% | 2% | 0% | 0% | -5% | 20% | 0% | 1% | ? | -4%
Cc1ccc(NC(=S)NCc2ccco2)c(C)c1 | -5% | 16µM* | 2% | 2% | -2% | ? | nt | 0% | -2% | -9 | 2%
O=C(Nc1cc(S(=O)(=O)N2CCCCC2)ccc1N1CCCCC1)C1CC1 | -6% | -16% | -5% | 1% | -3% | -8% | nt | -5% | 0% | -21 | 3%
CCOc1ccc(CCNC(=O)CN(C)S(=O)(=O)c2cccs2)cc1OCC | -26% | nt | nt | 3% | 3% | nt | nt | -1% | 0% | 8 | -4%
Cc1c(CCC(=O)N[C@@H](CCCNC(N)=O)C(=O)O)c(=O)oc2cc3oc4c(c3cc12)CCCC4 | -50% | ? | nt | 15µM* | 3% | ? | -24% | 7% | 9% | -10 | -12%
CC(=O)c1sc2nc(=O)c(C)nn2c1C | 10% | 19% | 2% | -2% | 1% | -6% | -7% | 0% | 1% | -11 | 6%
COc1ccc(C(c2sc3ncnn3c2O)N2CCN(c3ccccc3F)CC2)cc1OC (configuration not stated) | 2% | -5% | 0% | 7.6µM* | 0% | 5% | 0% | ? | 1% | -8 | 12%
CCOC(=O)CNC(=O)C1CCC(CNS(=O)(=O)c2cccc3nsnc23)CC1 (configuration not stated) | -3% | -19% | nt | 4% | -1% | -7% | nt | -4% | -2% | 25 | -4%
CC(=O)Oc1cccc(N2C(=O)C3CC=C(Cl)CC3C2=O)c1 (configuration not stated) | -1% | 6% | 4% | 11% | -1% | -2% | 10% | -1% | -4% | 10 | 2%
O=C(Cc1ccc(Cl)cc1)Nc1ccc2oc(-c3ccncc3)nc2c1 | 0% | -10% | 1% | 8% | 1% | ? | -15% | 0% | -7% | -23 | 0%
Fc1ccccc1N1CCN(c2cnc3ccccc3n2)CC1 | 38% | -37% | 1% | 2.1µM* | nt | -22% | 5% | nt | nt | 5 | nt
CC1CCN(C(=O)c2ccc(CSc3nc4ccncc4n3Cc3ccc(F)cc3)cc2)CC1 | -11% | 36% | -14% | -28% | -1% | -9% | -6% | 0% | -1% | 22 | 13%
CC(=O)N1CCN=C1SCc1ccc(C(F)(F)F)cc1 | -12% | 16% | nt | -5% | -9% | 9% | nt | 5% | 6% | -21 | 2%
Cc1ccc(C(=O)COC(=O)C(C)N2C(=O)C3C4CCC(C4)C3C2=O)cc1 (configuration not stated) | 5% | 16% | 1% | ? | 0% | -11% | -5% | 5% | 12% | 15 | 12%
COC(=O)c1cc2sccc2n1CC(=O)Nc1ccc(OC)c(OC)c1OC | 2% | 3%[0.365 µM] | 7% | 2% | -2% | nt | 26% | 9% | -6% | 1 | -6%
COc1ccc(OC)c(N2C(N)=NC(N)=NC23CCCC3)c1 | -13% | -17% | 1% | 1% | -4% | -9% | 5% | 2% | 2% | 7 | 6%
CCOC(=O)Nc1sc2nc(C)cc(C)c2c1-n1cccc1 | -65% | -4% | -3% | 2% | -4% | 0% | -13% | 1% | -1% | 3 | -10%
COc1ccc(C2C(C(=O)Nc3cccnc3)=C(C)Nc3nc(-c4ccco4)nn32)cc1 (configuration not stated) | -13% | 0% | -1% | 3% | 0% | -7% | 1% | 3% | 0% | 15 | -1%
CN1CCN(C(=O)CCc2nnc3ccc(N4CCC5(CC4)OCCO5)nn23)CC1 | 9% | -15% | nt | 3% | -4% | 3% | nt | -1% | 5% | 10 | 2%
Cc1ccc(OCCNC(=O)CCNS(=O)(=O)c2ccc(C)cc2)cc1 | 0% | nt | nt | -5% | 1% | nt | nt | -1% | 0% | -4 | -5%
COc1ccc(-n2c(C)c3c(OC)cccc(=O)c3c2C)cc1 | -10% | -31% | 1% | -8% | 3% | 15% | -26% | -3% | 0% | -4 | -13%
COc1ccc(C2=NNC(=O)CC2)cc1 | 1% | 48% | -15% | -3% | 5% | 14% | -2% | 4% | -4% | -19 | -4%
CC1CCCCN1C(=O)COC(=O)c1cc([N+](=O)[O-])ccc1N (configuration not stated) | 58% | nt | nt | ? | 2% | nt | nt | 10% | 14% | -9 | 23%
O=C(c1ccc(COc2ccc(Cl)cc2)cc1)N1CCCCC1 | 3.2µM* | ? | 4% | 12µM* | ? | 25%[10 µM] | 3% | ? | ? | 3 | 0%
O=C(COC(=O)C12CC3CC(CC(C3)C1)C2)Nc1nccs1 | 0% | -17% | 2% | -1% | -4% | 2% | 12% | 4% | -3% | -8 | 11%
Cc1cccc(NC(=O)COC(=O)c2cccc3c2C(=O)c2ccccc2C3=O)c1C | -53% | -39% | -2% | 1% | 0% | -15% | -2% | -3% | -4% | 0 | -7%
Cc1ccccc1NC(=O)Cn1c(NCC(C)O)nc2ccccc21 (configuration not stated) | 1% | 4% | -16% | 0% | -4% | 3% | 3% | -1% | 0% | ? | -2%
O=C(COC(=O)Cn1cnc2ccccc21)NCCc1ccc(Cl)cc1 | 0% | -2% | 0% | 0% | 1% | -5% | nt | 1% | -9% | -4 | -3%
CC(C)[C@H](NC(=O)N1CCn2c1nc1ccccc12)C(=O)N[C@H](C(=O)O)c1ccccc1 | 13% | ? | 5% | -6% | -8% | ? | -4% | 0% | 3% | 4 | 0%
Nc1ccc(-c2c3ccc(=O)cc-3oc3cc(O)ccc23)c(C(=O)O)c1 | -13% | nt | nt | -2% | 4% | nt | nt | 0% | 0% | -6 | 6%
Cc1cc(Nc2ccccc2O)c2ccccc2n1 | 21% | 9% | -25% | 0% | 0% | ? | -23% | -2% | -2% | 19 | -3%
O=C(c1ccccc1)N(C1=NCCCCS1)c1ccccc1 | 13% | -11% | 9% | 0% | -1% | -7% | 6% | -1% | -6% | -7 | -14%
Cc1cc(-c2nnc(SCC(=O)Nc3ccccc3C(F)(F)F)o2)c(C)n1-c1ccccc1 | 26% | 2% | -16% | -18% | 25% | 1% | nt | ? | 7% | -3 | ?
C#CCOCCOCCOCCNc1nc(N2CCN(C(=O)Cn3cc(CCCCN)nn3)CC2)nc(N2CCN(C(=O)[C@H](CCCCN)n3cc(CCC(=O)O)nn3)CC2)n1 | 4% | nt | nt | -2% | -3% | nt | nt | 4% | 1% | 1 | 1%
COc1ccc(CCCc2nnc(SCC(=O)Nc3ncc(C)s3)o2)cc1 | -14% | -8% | -1% | -16% | -1% | -1% | 0% | -14% | -3% | -11 | 0%
CC1(c2ccccc2Cl)NC(=O)N(CC(=O)c2ccc3c(c2)OCO3)C1=O (configuration not stated) | -19% | nt | nt | ? | 0% | nt | nt | 2% | 2% | 31[activator] | -2%
COc1cccc(COCC(O)Cn2cnc3cc(C)c(C)cc32)c1 (configuration not stated) | -19% | 0% | 1% | 4% | -3% | 3%[10 µM] | -18% | 9% | -7% | 18 | -2%
Cc1cc(-c2ccco2)n(CC(=O)NCCCc2ccccc2)n1 | -15% | -5% | 15% | 1% | 2% | -14% | -2% | 4% | 0% | 21 | -2%
CC(C)c1nc(SCC(=O)N2CCOCC2)c2c(=O)n(C)c(=O)n(C)c2n1 | 2% | 7% | 1% | 1% | 2% | 9% | 1%[11.7 µM] | -4% | -3% | 4 | 0%
NC(=O)c1nnsc1Sc1c(C(N)=O)nnn1-c1cccc(N)c1 | -58% | -25% | -2% | -1% | -8% | 21% | 6% | -13% | 1% | 9 | 5%
O=c1c2c3c(sc2n2cnnc2n1Cc1ccccc1)CN(Cc1ccccc1)CC3 | 2% | -9% | ? | 5% | 1% | -1% | -15% | -12% | 0% | 0 | -28%
CCc1ccc(C(c2ccc(CC)cc2)C(Cl)Cl)cc1 | -8% | -2% | nt | 2% | 0% | 16% | nt | 0% | 2% | -4 | 9%
Oc1ccc(Cl)cc1CNn1cnnc1 | 2% | 18% | 14% | -3% | 0% | -8% | -6% | -2% | -3% | 6 | -2%
